Source: PubChem
POLI inh – blocks human DNA polymerase iota activity; hit rate 1% among 390,000; Pol iota fluorescent replication assay, 10 min; Potency, µM (series often up to 115 µM), without a hit: at the top dose activity, negative = inhibition, usual class: inhibitors; Q9UNA4; note: potency is the fitted concentration of half-maximal effect
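Fluorescent replication assay read twice, at 0 min and 10 min after adding 50 nM (final) substrate. Enzyme (10 nM) and compounds were first incubated 15 min at room temperature; enzyme-free buffer wells were negative controls.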
Pol beta inh – DNA polymerase beta (human) inhibition; P06746; Potency, µM (highest dose often 114 µM), without a hit: at the top dose activity change, negative = inhibition, hits mostly inhibitors; AID 485314; Pol beta primer extension/strand displacement, fluorescence kinetic; hit rate 1.3% among 340,000; note: potency is the fitted concentration of half-maximal effect; % is set by controls: 0 for no effect and ±100 for the full control effect
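Pol beta (10 nM) was preincubated with compound for 15 min at room temperature. The reaction was then started with 50 nM substrate and read immediately and after a further 10 min at room temperature.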
APE1 inh – inhibitors of human APE1 endonuclease; P27695; recombinant APE1, TAMRA/BHQ-2 abasic DNA cleavage fluorescence; Potency, µM (top dose mostly 65.8 µM), for inactives: at the highest dose activity change, negative = inhibition, actives largely listed as inhibitors; hit rate 0.35% among 350,000;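 note: potency is the fitted concentration of half-maximal effect; plate controls were vehicle for no effect and reference inhibitor for full effect; nearly all actives have a fitted effect of over 55% in size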
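Activity was derived from the fluorescence gain between first and third kinetic reads (60 s intervals, ex 525/em 598 nm) after 50 nM THF-abasic TAMRA/BHQ-2 duplex was added to 0.75 nM APE1 preincubated 15 min with compound.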
Anesthetic bind – candidate novel general anesthetic via apoferritin binding; P02791; apoferritin/1-aminoanthracene competitive binding, fluorescence; Potency, µM (highest dose often 77.5 µM), without a hit: at the highest dose activity change, negative = displacement, most hits filed as inhibitors; hit rate 0.074% among 350,000; note: potency is the fitted concentration of half-maximal effect; % is set by controls: 0 for no effect and ±100 for the full control effect; nearly all actives have a fitted effect of over 20% in size
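In PBS, apoferritin at 10 uM is loaded with 1-AMA from a 50% saturated solution. After 10 min of compound exposure at ambient temperature, reduced 535 nm fluorescence indicates probe displacement.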
ERG-DNA inh – inhibitors of human ERG Ets domain-DNA interaction; fluorescence polarization, His-ERG Ets domain / labelled DNA; hit rate 0.028% among 370,000; AID 624246; P11308; Potency, µM (titrated, usually from 76.9 µM), inactives show at the highest dose FP activity, negative = inhibition, most hits filed as inhibitors; active = well fitted inhibition curve with a large enough effect in the polarisation, with a control signal flat; inconclusive = small, poorly fitted or top-dose-only effect, or effect the other way, or a change in a side signal; inactive = no such curve, though single readings can be large or run the other way; the % refers to the polarisation;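 note: polarization taken with two DNA probes labelled with fluorescein and Texas red; potency is the fitted concentration of half-maximal effect; % of control where 0% means no effect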
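His-tagged ERG Ets domain (1 uM in the protein solution; 300mM KCl, 50mM Tris-HCl, 1mM EDTA, 1mM DTT, pH 7.5) received compound, then a probe mix of 5 nM fluorescein-DNA and 100nM Texas-615-DNA. Fluorescence polarization was read for both dyes.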
12-LOX inh – blocks human arachidonate 12S-lipoxygenase. hit rate 1.1% among 580,000. AID 1671190. P18054. purified 12hLO, xylenol orange hydroperoxide absorbance. Potency, µM (titrated, usually from 108 µM), inactives show top-dose activity change, negative = inhibition, hits mostly inhibitors; note: potency is the fitted concentration of half-maximal effect; % is set by controls: 0 for no effect and ±100 for the full control effect
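Purified human 12hLO at 150 nM in 25 mM Hepes, 0.01% Triton X-100, pH 7.0, preincubated 15 min at room temperature with compound. Reaction started with 40 uM arachidonic acid, 30 min at room temperature. Hydroperoxide measured by Fe-xylenol orange, 573/405 nm absorbance ratio.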
POLK inh – DNA polymerase kappa (human) inhibition; hit rate 0.53% among 400,000; purified Pol kappa, fluorescent DNA synthesis assay, 10 min; AID 588579; Potency, µM (highest dose often 107 µM), without a hit: at the top dose activity, negative = inhibition, hits mostly inhibitors; note: potency is the fitted concentration of half-maximal effect; % is set by controls: 0 for no effect and ±100 for the full control effect
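Enzyme at 10 nM met test compounds for 15 min at room temperature. Substrate addition (50 nM final) began the reaction, which was monitored by fluorescence at 0 and 10 min.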
BLM helicase inh – blocks DNA unwinding by human BLM helicase; P54132; recombinant BLM DNA unwinding, fluorescence dequenching; Potency, µM (doses to about 56.1 µM), without a hit: top-dose activity change, negative = inhibition, hits mostly inhibitors; hit rate 0.2% among 350,000;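 note: potency is the fitted concentration of half-maximal effect; plate controls were vehicle for no effect and no enzyme for full effect; nearly all actives have a fitted effect of over 35% in size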
Target sequence (P54132 whole entry, looked up): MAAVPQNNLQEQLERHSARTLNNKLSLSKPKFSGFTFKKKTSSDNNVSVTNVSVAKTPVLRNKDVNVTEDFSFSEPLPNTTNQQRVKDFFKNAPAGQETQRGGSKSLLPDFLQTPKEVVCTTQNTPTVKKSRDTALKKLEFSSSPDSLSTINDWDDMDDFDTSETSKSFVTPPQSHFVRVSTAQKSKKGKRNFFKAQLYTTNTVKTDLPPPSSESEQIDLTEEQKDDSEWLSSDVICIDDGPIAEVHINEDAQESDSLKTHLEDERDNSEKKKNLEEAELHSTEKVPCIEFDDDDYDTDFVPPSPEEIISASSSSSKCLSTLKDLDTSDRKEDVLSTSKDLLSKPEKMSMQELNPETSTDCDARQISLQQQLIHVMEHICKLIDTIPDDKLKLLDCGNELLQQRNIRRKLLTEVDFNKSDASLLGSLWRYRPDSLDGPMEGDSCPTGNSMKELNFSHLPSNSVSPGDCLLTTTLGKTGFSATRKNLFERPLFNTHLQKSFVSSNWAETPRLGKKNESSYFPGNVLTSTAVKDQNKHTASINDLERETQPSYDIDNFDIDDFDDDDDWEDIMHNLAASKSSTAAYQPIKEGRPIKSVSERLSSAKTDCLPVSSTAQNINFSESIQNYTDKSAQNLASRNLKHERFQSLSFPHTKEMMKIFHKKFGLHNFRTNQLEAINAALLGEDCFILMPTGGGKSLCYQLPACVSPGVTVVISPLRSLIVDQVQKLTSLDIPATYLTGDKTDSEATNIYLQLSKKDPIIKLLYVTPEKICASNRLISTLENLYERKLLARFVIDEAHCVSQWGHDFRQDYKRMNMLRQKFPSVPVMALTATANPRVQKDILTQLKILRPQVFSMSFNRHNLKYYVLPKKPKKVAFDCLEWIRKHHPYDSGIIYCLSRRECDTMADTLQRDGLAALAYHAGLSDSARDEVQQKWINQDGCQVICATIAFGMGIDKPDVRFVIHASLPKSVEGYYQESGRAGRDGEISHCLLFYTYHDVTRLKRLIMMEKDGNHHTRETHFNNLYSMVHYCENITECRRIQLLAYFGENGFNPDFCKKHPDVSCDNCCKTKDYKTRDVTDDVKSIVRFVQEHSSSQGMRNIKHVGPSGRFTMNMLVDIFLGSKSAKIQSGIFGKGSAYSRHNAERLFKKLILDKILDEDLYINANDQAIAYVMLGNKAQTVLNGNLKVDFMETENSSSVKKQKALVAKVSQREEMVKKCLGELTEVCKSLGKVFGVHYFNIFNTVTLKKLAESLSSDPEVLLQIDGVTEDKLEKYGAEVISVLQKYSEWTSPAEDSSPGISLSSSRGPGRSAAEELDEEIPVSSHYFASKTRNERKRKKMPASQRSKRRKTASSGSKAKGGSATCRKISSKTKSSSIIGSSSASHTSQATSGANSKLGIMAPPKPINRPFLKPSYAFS
TRHR agonist – TRH receptor (human) agonism; P34981; TRHR cells, calcium flux fluo-8, FDSS agonist mode; activation, % at 2 µM; hit rate 0.18% among 360,000; in the data active = activation above about 30%; note: 0% is about no effect
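Steps: seed TRHR cells overnight; add fluo-8 no-wash Ca dye, RT 30 min–1.5 h; record 10 s baseline; pin-transfer compounds; monitor fluorescence 1 cycle/s for the agonist window. Calcium increases flag candidate agonists.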
An asterisk follows results filed as active; ? = inconclusive; / = no result given; [ ] = another dose, or the depositor's remark. Unless noted, calls come from the whole dose curve; as a rule, active = well fitted curve in the direction sought with a large enough effect; inconclusive = small, poorly fitted or top-dose-only effect, or another doubt; inactive = no such curve, though single readings can be large; an effect the other way counts as inactive or inconclusive. A portion of the library; rates above refer to the full screens.

mol | APE1 inh | POLI inh | BLM helicase inh | ERG-DNA inh | Anesthetic bind | TRHR agonist | 12-LOX inh | POLK inh | Pol beta inh
CCC(=O)c1ccc(OCC(=O)Nc2ccccc2C(=O)NC2CC2)cc1 | -16% | 25% | / | / | / | 0.3 | 155%[activator] | -8% | /
Nc1c(/C=C2/C=CC(=O)C(O)=C2)c(=O)nc2sc(CC(=O)N3CCCCC3)nn12 | 1.9µM* | ? | 28µM* | -3% | -13% | -1.5 | ? | ? | ?
COc1ccccc1N=C1NC(=O)/C(=C/c2ccc(N(C)C)cc2)S1 | -16% | -26% | -4% | 39%[activator] | -11% | 22 | 29% | -14% | -4%
CCc1ccccc1NC(=O)N1CCC2(CC1)Oc1ccccc1C(=O)N2Cc1ccccc1F | / | -4% | -3% | -1% | 0% | -0.1 | -18% | 0% | 17%
COCc1nnc(NC(=O)c2cccc(NC(=O)C(C)C)c2)s1 | 19% | 80%[activator] | -2% | -6% | -2% | 0.6 | 4% | -29% | 28%
COc1ccc(S(=O)(=O)N(CC(=O)Nc2ccc3c(c2)OCO3)c2ccccc2OC)cc1 | -2% | 0% | -9% | -3% | -10% | -0.6 | 74%[activator] | -10% | -1%
CC1=C(C(=O)OCC2CCCO2)C(c2ccc(C)cc2)C2=C(CC(C)(C)CC2=O)N1 (stereo not drawn) | 6% | 8% | -2% | -13% | -2% | -0.6 | 0% | 8% | -4%
CN(c1ccccc1)S(=O)(=O)c1ccc(Cl)c(C(=O)Nc2nn[nH]n2)c1 | 10% | -22% | -7% | -10% | -3% | 0.1 | ? | 3% | 11%
O=C(O)C1C2C=CC(C2)C1C(=O)NCc1ccccc1F (stereo not drawn) | -4% | 5% | 2% | -16% | ? | -0.2 | 5% | -13% | 0%
CC(=O)Nc1ccc(NC(=O)CSc2nnc(-c3cccs3)n2N)cc1 | 28% | 20% | / | 1% | / | -0.4 | 6% | 2% | /
COC(=O)c1ccccc1NC(=O)c1ccc(-c2nc(COc3ccccc3)c(C)o2)cc1 | / | 16% | -4% | 6% | 54%[activator] | -0.5 | -5% | -10% | 1%
Cc1cc(-n2c(C)cc(C(=O)COC(=O)CN=C3NS(=O)(=O)c4ccccc43)c2C)no1 | 1% | 11% | -2% | -3% | -1% | -1.2 | 0% | -21% | -3%
C=Cn1c(C(=O)O)ccc1-c1ccc(CC)cc1 | 2% | -20% | 2% | -3% | 35%[activator] | -1.4 | -17% | 1% | 4%
Cc1ccc([N+](=O)[O-])c(OCc2ncc(Cl)n2C)c1 | 7% | 7% | -2% | 1% | -11% | -1.4 | -9% | -6% | 7%
COC(=O)c1c(NC(=O)C2COc3ccccc3O2)sc2c1CCN(Cc1ccccc1)C2 (stereo not drawn) | -7% | -6% | -1% | -8% | -9% | 3.9 | -23% | -2% | 0%
COc1ccc2c(c1)C(=O)N(c1ccc(C)cc1C)C(=O)C2 | -5% | 12% | 0% | 13% | -6% | 0.3 | -11% | 5% | 0%
O=C(CCCOc1ccc(Cl)cc1)NCC1CCCO1 (stereo not drawn) | -4% | -5% | -7% | 7% | -11% | -1.3 | 1% | -14% | -1%
Cc1cc(C)c2c(n1)SCC(=O)N2CC(=O)Nc1ccc(F)cc1 | 24% | 12% | 0% | 12% | -16% | 0.4 | 438%[activator] | -12% | 23%
CC1CC(C)CN(CCCOc2ccccc2[N+](=O)[O-])C1 (stereo not drawn) | -1% | 22% | -11% | 9% | 1% | 0.3 | ? | -9% | 11%
CN(CCNC(=O)C1CCN(S(=O)(=O)N2CCOCC2)CC1)CCc1ccccc1 | 2% | 6% | 7% | -16% | -10% | 0.0 | 296%[activator] | -9% | 0%
CCCNc1nc(Nc2ccc(C)cc2)nc(N2CCCC2)n1 | 4% | 0% | -11% | 0% | 5% | 1.0 | / | 0% | -13%
COc1ccc(NC(=O)N2CC3(CCN(C(=O)c4ccc(OC)cc4)CC3)C2)cc1 | -2% | / | -12% | / | / | / | ? | -1%[60.1 µM] | /
COc1cc(NC(=O)COC(=O)CSc2cc(C)ccc2C)c(C)cc1[N+](=O)[O-] | 5% | 42%[activator] | -7% | 0% | ? | -0.5 | -2% | -13%[60.1 µM] | 20%
CCc1cc2c(-c3ccccc3)cc(=O)oc2c2c1OCN(Cc1ccc(C)cc1)C2 | / | 21% | -4% | -3% | 2% | 4.6 | -27% | 5% | -9%
CC(C)CN(C(=O)COC(=O)Cc1c[nH]c2ccccc12)C1CCS(=O)(=O)C1 (stereo not drawn) | -7% | 20% | 1% | -13% | -8% | 2.9 | 10% | -8% | 3%
O=C(CCc1c[nH]c2ccccc12)N[C@@H](Cc1c[nH]c2ccc(O)cc12)C(=O)O | -4% | -9% | -2% | 7% | -7% | -1.1 | 0% | -13% | 36%
O=C(O)CCC(=O)c1ccc2sc3ccccc3c2c1 | / | 8% | / | -5% | / | / | -22% | -8% | /
COc1ccccc1N1CCN(C(=O)C2CC(=O)N(c3ccccc3)C2)CC1 (stereo not drawn) | 0% | 30% | -1% | -1% | 6% | -0.1 | -1% | -10% | 17%
CC1(c2nnc(Cc3ccccc3)o2)CC(c2ccc(Br)cc2)=NO1 (stereo not drawn) | / | -13% | / | -4% | / | / | 18% | 14% | /
O=[N+]([O-])c1cc(S(=O)(=O)/N=C(/c2ccccc2)N2CCOCC2)ccc1Cl | 3% | -15% | -14% | -4% | -8% | 0.4 | -15% | 0% | 7%
O=C(NNS(=O)(=O)c1ccccc1)c1cc2cc3ccccc3nc2s1 | -6% | 1% | -2% | -5% | ? | -0.4 | ? | -11% | ?
Cc1ccc(S(=O)(=O)Nc2ccc(C(=O)N3CCN(c4ccccc4O)CC3)cc2)cc1[N+](=O)[O-] | 2% | ? | / | 3% | / | -0.3 | -24% | -28% | /
Cc1nc(N)nc(N)c1Oc1ccc(Cl)cc1 | / | -6% | / | -1% | / | / | 3% | -16% | /
Cc1cc(C)c(NC(=O)Cn2c(=O)n(Cc3ccco3)c(=O)c3ccc(C(=O)NC4CCCC4)cc32)c(C)c1 | / | 15% | 1% | 3% | 10% | -1.2 | -15% | 0% | 24%
CC(=O)Cc1cc(O)c2ccccc2c1OC(=O)c1ccc(Br)cc1 | -2% | 18% | -3% | 9% | -13% | 0.2 | 0% | 3% | 1%
CC(C)CN(C(=O)CSc1ncnc2ccccc12)C1CCS(=O)(=O)C1 (stereo not drawn) | 11% | -6% | / | -7% | / | -0.1 | 52%[activator] | 1% | /
Cc1ccc(C)n1-n1cnc2sc(-c3ccccc3)cc2c1=O | -13% | ? | -5% | 8% | 2% | -0.5 | 6% | -7% | 3%
CC(C)Sc1nnc(NC(=O)c2ccc3c(c2)OCO3)s1 | 11% | 26% | -3% | -8% | -5% | 0.4 | -7% | -5% | ?
CCc1ccc2[nH]c(=O)c(CN(Cc3ccccc3OC)C(=O)Nc3ccccc3OC)cc2c1 | 1% | -7%[58.9 µM] | -22% | 1% | -13% | -0.2 | 0% | -4% | 1%
CC(C)N(Cc1ccccc1)S(=O)(=O)c1ccc2c(c1)NC(=O)CO2 | 1% | 22% | 0% | 5% | -14% | 0.1 | -10% | -21% | 6%
Cc1ccc(/C=C2/SC(=S)N(c3ccc(S(=O)(=O)Nc4nccs4)cc3)C2=O)cc1 | 17% | 18µM* | -16% | ? | 2% | 0.0 | 214%[activator] | ? | ?
CC1CCCC(NC(=O)CSc2nnc(C(F)(F)F)n2C)C1C (stereo not drawn) | 16% | -6% | / | 3% | / | 0.0 | 211%[activator] | -8% | /
Cn1c(=O)oc2cc(S(=O)(=O)N3CCCC(C(=O)NCc4ccc(F)cc4)C3)ccc21 (stereo not drawn) | / | 17% | -4% | -9% | 51%[activator] | -2.1 | -18% | -10% | 23%
OCCC1CN(CC#Cc2ccccc2)CCN1Cc1ccccc1F (stereo not drawn) | -13% | -11% | -5% | -8% | -9% | 0.1 | -25% | -10% | 4%

Molecules listed so far that contain an aryl methoxy group, in the order listed:
mol | APE1 inh | POLI inh | BLM helicase inh | ERG-DNA inh | Anesthetic bind | TRHR agonist | 12-LOX inh | POLK inh | Pol beta inh
COc1ccccc1N=C1NC(=O)/C(=C/c2ccc(N(C)C)cc2)S1 | -16% | -26% | -4% | 39%[activator] | -11% | 22 | 29% | -14% | -4%
COc1ccc(S(=O)(=O)N(CC(=O)Nc2ccc3c(c2)OCO3)c2ccccc2OC)cc1 | -2% | 0% | -9% | -3% | -10% | -0.6 | 74%[activator] | -10% | -1%
COc1ccc2c(c1)C(=O)N(c1ccc(C)cc1C)C(=O)C2 | -5% | 12% | 0% | 13% | -6% | 0.3 | -11% | 5% | 0%
COc1ccc(NC(=O)N2CC3(CCN(C(=O)c4ccc(OC)cc4)CC3)C2)cc1 | -2% | / | -12% | / | / | / | ? | -1%[60.1 µM] | /
COc1cc(NC(=O)COC(=O)CSc2cc(C)ccc2C)c(C)cc1[N+](=O)[O-] | 5% | 42%[activator] | -7% | 0% | ? | -0.5 | -2% | -13%[60.1 µM] | 20%
COc1ccccc1N1CCN(C(=O)C2CC(=O)N(c3ccccc3)C2)CC1 (stereo not drawn) | 0% | 30% | -1% | -1% | 6% | -0.1 | -1% | -10% | 17%
CCc1ccc2[nH]c(=O)c(CN(Cc3ccccc3OC)C(=O)Nc3ccccc3OC)cc2c1 | 1% | -7%[58.9 µM] | -22% | 1% | -13% | -0.2 | 0% | -4% | 1%
